# Compound activity from PubChem.
# K1F lysis inhibition = inhibition of K1F phage lysis, E. coli UTI89, bacterial capsule biogenesis inhibitors, alamar blue (AID 488966). inhibition, % at 100 µM; hits with a dose series show IC50 in µM. 0.02% of 340,000 active. E. coli UTI89 K1F phage lysis, alamar blue, 2 h; higher % means a stronger effect;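 active means phage lysis inhibition, versus mean bacterial control, above a set limit; inconclusive means no clear call, values can overlap the other calls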;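 further: capsule biogenesis inhibitors block K1F phage lysis so surviving cells raise fluorescence; higher fluorescence means more inhibition of phage lysis; actives were called in the ten point dose series up to 300 µM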
# NTR1 ag = agonists of NTR1, primary screen, imaging, U2OS cells, beta-arrestin-GFP, high content (AID 493036); Neurotensin receptor type 1 (Homo sapiens), P30989; NTR1-U2OS beta-arrestin-GFP spot imaging, agonist mode; activation, % at 20 µM; 0.17% of 330,000 active;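 active means activation at or above 40% of the spot to cytoplasm intensity ratio, with at least 20 cells analyzed; inconclusive means wells under 20 cells, flagged as cytotoxic or low count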;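 further: 0% = DMSO without peptide and 100% = 100 nM NTR1 peptide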
# Target sequence (P30989 whole entry, looked up): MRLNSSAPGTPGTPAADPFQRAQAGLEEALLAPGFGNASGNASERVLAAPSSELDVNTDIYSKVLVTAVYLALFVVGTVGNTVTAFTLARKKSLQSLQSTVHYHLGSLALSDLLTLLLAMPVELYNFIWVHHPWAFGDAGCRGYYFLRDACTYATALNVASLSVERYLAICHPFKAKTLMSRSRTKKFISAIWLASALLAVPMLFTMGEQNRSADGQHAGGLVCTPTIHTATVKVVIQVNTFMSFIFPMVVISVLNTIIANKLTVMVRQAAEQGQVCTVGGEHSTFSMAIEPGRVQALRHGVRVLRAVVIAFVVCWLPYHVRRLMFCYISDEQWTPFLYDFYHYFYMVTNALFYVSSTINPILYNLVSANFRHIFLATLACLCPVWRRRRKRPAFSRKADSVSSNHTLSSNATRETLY
# Dengue-2 NS5 capping = Dengue-2 NS5 methyltransferase inhibitors, primary screen, biochemical, confirmation dose response (AID 588689) | Dengue-2 NS5 methyltransferase capping enzyme assay, biochemical; higher % means a stronger effect | inhibition, % at 25 µM, or IC50 in µM where a hit was titrated | 0.3% of 340,000 active; in the data active means a potency from the dose series; inconclusive means inhibition above about 29% without an active follow-up result
# NTR1 ag cell count 20 µM = also measured in NTR1 ag; calls as there; cell count; measured here: cell count, cytotoxicity flag
# Dengue-2 NS5 capping pilot replicate = second read-out of Dengue-2 NS5 capping, no call of its own (marks repeat the call); inhibition, %; measured here: pilot screen replicate inhibition
# Numbers without * were called inactive; i = inactive; ? = inconclusive; [ ] = dose if it differs, or a comment.
SMILES,K1F lysis inhibition,NTR1 ag,NTR1 ag cell count 20 µM,Dengue-2 NS5 capping,others
CCOC(=O)C1=C(C)N(C[C@@H]2CC[C@@H](Cc3ccc(-c4ccccc4)cc3)O2)C(=O)NC1c1ccc(Cl)cc1 (some centres not stated),1.5%,6.5,53,5%,Dengue-2 NS5 capping pilot replicate=2.1
CC(C)CCN1C(=O)c2cccc3c(N)ccc(c23)C1=O,-1.6%,-1.4,46,?,
Cc1cccc(C)c1NC(=O)CN1CCN(C(=O)C2CCC2)CC1,1.4%[50 µM],4.3,53,-4%,
CC(C)[C@H](NS(=O)(=O)c1ccccc1)C(=O)Nc1ccccc1N1CCOCC1,0.5%[50 µM],2.3,56,-7%,
Cc1ccc(S(=O)(=O)N2CCOCC2)cc1C(=O)NC1=NCCS1,0.7%[50 µM],-0.5,68,0%,
CC(C)Oc1ccc(S(=O)(=O)N2CCOCC2)cc1NC(=O)Cc1cccs1,0.8%[50 µM],1.1,60,-6%,
O=C(NCc1cccc(F)c1)c1cccc2c1C(=O)c1ccc(N3CCOCC3)cc1S2(=O)=O,0.8%,0.3,54,-10%,
CCC(=O)N(c1nnc(SCC(=O)Nc2ccc(N3CCOCC3)cc2)s1)C1CC1,-0.5%[50 µM],1.3,54,-1%,
CCCC1(CCC)NC(=O)N(CC(=O)Nc2ccc3c(c2)OCCO3)C1=O,0.4%,-0.6,51,3%,
CCOc1ccc2oc(C(=O)N(C)CCc3ccc(OC)c(OC)c3)c(C)c2c1,0.2%[50 µM],-1.2,77,-2%,
CCN(CC)C(=O)c1[nH]cnc1C(=O)NC1CCN(C(=O)OC(C)(C)C)CC1,0.6%,-0.9,59,5%,
CCn1c(SCC(=O)Nc2cccc(OC)c2)nc2c(c1=O)SCC2,1.5%[50 µM],-1.2,61,-4%,
O=C(Cc1cccs1)N[C@@H]1c2ccccc2CC[C@@H]1OCc1ccccc1,0.2%,0.2,66,-7%,Dengue-2 NS5 capping pilot replicate=4.0
Cc1ccccc1NC(=O)CN1C(=O)NC2(CCCCCCC2)C1=O,1.1%[50 µM],1.1,57,3%,
C[C@]12CCC(=O)C=C1CC[C@@H]1[C@@H]2[C@@H](O)C[C@]2(C=O)[C@@H](C(=O)CO)CC[C@@H]12,6.3%,0.2,49,2%,
CCN(CC)C(=O)[C@H]1C[C@H](CC(=O)NCc2ccco2)C(=O)N2CCc3c([nH]c4cc(-c5ccco5)ccc34)[C@]12C,0.2%,3.7,60,-6%,Dengue-2 NS5 capping pilot replicate=-7.0
O=C(COC(=O)c1ccc2ncsc2c1)Nc1ccc(OC(F)(F)F)cc1,-0.5%,-2.2,46,-4%,
CC1CN(S(=O)(=O)c2ccc(C(=O)N(CCCN(C)C)c3nc4cc5c(cc4s3)OCCO5)cc2)CC(C)O1 (configuration not stated),1.3%[50 µM],0.3,51,-10%,
CCCCCc1ccc(C(=O)CCC(=O)OCC(=O)N(CC)c2c(N)n(Cc3ccccc3)c(=O)[nH]c2=O)cc1,1.0%[50 µM],2.0,58,1%,
Cc1[nH]cnc1CN1CCc2c(c3ccccc3n2C)C1=O,0.6%,-2.3,54,0%,
COc1ccc(-c2c(-c3cc(OC)cc(OC)c3)n(C)c3ccc(-c4ccn[nH]4)cc23)cc1,0.5%,9.8,58,1%,
Cc1ccc(NC(=O)C2=CN3CCS(=O)(=O)N=C3C=C2)cc1,2.9%,1.7,41,2%,
NC(=O)C1=C[C@@H](c2ccc3c(c2)OCO3)C[C@@H](OCCCCO)O1,0.2%,-1.1,102,-5%,
CN(CC(=O)Nc1ccc(N2CCOCC2)cc1)C(=O)c1cc2c(s1)CCCC2,1.3%[50 µM],-0.7,83,-3%,
COc1ccc([C@H]2Cc3cc(O)cc(O)c3C(=O)O2)cc1O,0.8%,-0.6,48,-8%,

# A section taken from the entries so far:
SMILES,K1F lysis inhibition,NTR1 ag,NTR1 ag cell count 20 µM,Dengue-2 NS5 capping,others
CN(CC(=O)Nc1ccc(N2CCOCC2)cc1)C(=O)c1cc2c(s1)CCCC2,1.3%[50 µM],-0.7,83,-3%,
COc1ccc([C@H]2Cc3cc(O)cc(O)c3C(=O)O2)cc1O,0.8%,-0.6,48,-8%,

# 13 consecutive records out of the list so far:
SMILES,K1F lysis inhibition,NTR1 ag,NTR1 ag cell count 20 µM,Dengue-2 NS5 capping,others
Cc1ccc(S(=O)(=O)N2CCOCC2)cc1C(=O)NC1=NCCS1,0.7%[50 µM],-0.5,68,0%,
CC(C)Oc1ccc(S(=O)(=O)N2CCOCC2)cc1NC(=O)Cc1cccs1,0.8%[50 µM],1.1,60,-6%,
O=C(NCc1cccc(F)c1)c1cccc2c1C(=O)c1ccc(N3CCOCC3)cc1S2(=O)=O,0.8%,0.3,54,-10%,
CCC(=O)N(c1nnc(SCC(=O)Nc2ccc(N3CCOCC3)cc2)s1)C1CC1,-0.5%[50 µM],1.3,54,-1%,
CCCC1(CCC)NC(=O)N(CC(=O)Nc2ccc3c(c2)OCCO3)C1=O,0.4%,-0.6,51,3%,
CCOc1ccc2oc(C(=O)N(C)CCc3ccc(OC)c(OC)c3)c(C)c2c1,0.2%[50 µM],-1.2,77,-2%,
CCN(CC)C(=O)c1[nH]cnc1C(=O)NC1CCN(C(=O)OC(C)(C)C)CC1,0.6%,-0.9,59,5%,
CCn1c(SCC(=O)Nc2cccc(OC)c2)nc2c(c1=O)SCC2,1.5%[50 µM],-1.2,61,-4%,
O=C(Cc1cccs1)N[C@@H]1c2ccccc2CC[C@@H]1OCc1ccccc1,0.2%,0.2,66,-7%,Dengue-2 NS5 capping pilot replicate=4.0
Cc1ccccc1NC(=O)CN1C(=O)NC2(CCCCCCC2)C1=O,1.1%[50 µM],1.1,57,3%,
C[C@]12CCC(=O)C=C1CC[C@@H]1[C@@H]2[C@@H](O)C[C@]2(C=O)[C@@H](C(=O)CO)CC[C@@H]12,6.3%,0.2,49,2%,
CCN(CC)C(=O)[C@H]1C[C@H](CC(=O)NCc2ccco2)C(=O)N2CCc3c([nH]c4cc(-c5ccco5)ccc34)[C@]12C,0.2%,3.7,60,-6%,Dengue-2 NS5 capping pilot replicate=-7.0
O=C(COC(=O)c1ccc2ncsc2c1)Nc1ccc(OC(F)(F)F)cc1,-0.5%,-2.2,46,-4%,

# Other records follow.
SMILES,K1F lysis inhibition,NTR1 ag,NTR1 ag cell count 20 µM,Dengue-2 NS5 capping,others
Cc1n[nH]c(=O)c2c(NC(=O)COC(=O)c3cccc(OC(F)F)c3)oc(C)c12,0.4%[50 µM],0.8,54,-4%,
CCOc1ccc(C2=CC(c3ccccc3)n3ncnc3N2)cc1 (configuration not stated),0.1%,-0.6,92,1%,
COc1ccccc1OCC(=O)NNC(=O)C1CCN(c2ncnc3sc(C)c(C)c23)CC1,0.9%[50 µM],7.1,49,2%,
CCC(CO)Oc1cc(NCc2ccccn2)c2ncn(C(C)C)c2c1 (configuration not stated),-0.3%,-1.7,68,0%,
O=C(COC(=O)Cc1ccc(Br)cc1)NC1CCCC1,1.0%,-1.9,46,-8%,
CCN1C(=O)[C@@H]2[C@@H](c3ccc(-c4ccc(C(C)=O)cc4)cc3)N3CCC[C@@]3(C(=O)OC)[C@@H]2C1=O,0.1%,2.0,77,3%,
CC(C)COC(=O)N1CCN(S(=O)(=O)c2ccc3c(c2)CCC3)CC1,0.3%[50 µM],1.0,58,-5%,
CC(C)Oc1ccc(N2CC(C(=O)Nc3ccccc3C(=O)NC3CC3)CC2=O)cc1 (configuration not stated),0.7%[50 µM],-0.7,65,1%,
COc1ccccc1CNC(=O)C1CC2Cn3c(nc4cc(Cl)c(Cl)cc43)C2N1C (configuration not stated),0.3%,7.6,80,-1%,
CN(C(=O)c1ccc(NC(=O)Cc2cccc(NC(=O)C3CCCN(C(=O)C4CC4)C3)c2)cc1)C1CCCC1 (configuration not stated),0.9%,-1.6,57,0%,
Cc1csc(=O)n1CC(=O)OCC(=O)Nc1cc(S(=O)(=O)N2CCOCC2)ccc1Cl,0.9%[50 µM],-0.6,41,-1%,
Cn1nnnc1Sc1ncnc2scc(-c3cccs3)c12,0.3%,3.9,48,-12%,
COc1ccc(NC(=O)CO/N=C/C(=O)Nc2ccccc2C)c([N+](=O)[O-])c1,0.7%[50 µM],-0.1,51,5%,
COc1ccc(CC(=O)Oc2ccc(Br)cc2F)cc1S(=O)(=O)N1CCOCC1,0.6%[50 µM],4.4,42,-12%,
CCCc1cc(=O)[nH]c(SCC(=O)NC2CC2)n1,1.4%[50 µM],1.4,57,-5%,
CCN(CC)c1ccc(S(=O)(=O)N2CCCCC2)cc1NC(=O)C1=COCCO1,-0.4%[50 µM],-0.2,58,-2%,
COCCCNC(=O)Cc1ccc(S(=O)(=O)N2CCOCC2)s1,1.3%[50 µM],-0.6,70,-3%,
NC(=O)C[C@H](N)c1cn([C@@H](CC(N)=O)C(=O)N2CCNCC2)nn1,-0.6%,-4.8,57,5%,
c1nc(NCC2CCCO2)c2[nH]cnc2n1 (configuration not stated),-0.7%,0.9,78,-2%,
COc1ccccc1CCNC(=O)c1ccccc1SCC(=O)N1CCCC1,0.5%[50 µM],-1.5,61,5%,
CC(=O)N1CCN(C(=O)c2cc(S(=O)(=O)N(C)c3ccc(F)cc3)ccc2Cl)CC1,1.2%[50 µM],-0.6,51,-4%,
CCCN(CC(=O)Nc1ccccc1C)C(=O)c1ccc(C)c(S(=O)(=O)N2CCCCC2)c1,0.1%[50 µM],-0.5,57,-4%,
O=C(/C=C/c1cccc(C(F)(F)F)c1)NNC(=O)c1ccncc1,1.3%[50 µM],2.8,42,-2%,
CCOc1ccc(N2CC(C(=O)N3CCN(c4ccccn4)CC3)CC2=O)cc1 (configuration not stated),1.0%[50 µM],-1.7,54,-8%,
COc1ccc(OC)c(/C=C/C(=O)c2ccc3c(c2)OCO3)c1,0.1%[50 µM],6.1,45,-5%,

# (cont.)
SMILES,K1F lysis inhibition,NTR1 ag,NTR1 ag cell count 20 µM,Dengue-2 NS5 capping,others
NC(=O)C1CCN(c2oc(-c3cccs3)nc2S(=O)(=O)c2ccc(Br)cc2)CC1,i,1.4,48,5%,
CCOc1ccc(C(=O)COC(=O)c2cc(=O)[nH]c3ccccc23)cc1,0.8%[50 µM],-0.2,88,24%,
Cc1cc(S(=O)(=O)NCCc2ccncc2)cc(C)c1F,0.8%,-0.1,84,10%,
O=C(CN1CCN(C(=O)CN2C(=O)NC3(CCCC3)C2=O)CC1)Nc1cccc(F)c1,0.7%[50 µM],-1.9,43,-4%,
CN1C(=O)[C@@H]2C[C@@]3([C@@]45C[C@H]6C(=O)N(C)[C@@H](Cc7ccccc7)C(=O)N6[C@@H]4Nc4ccccc45)c4ccccc4N[C@H]3N2C(=O)[C@@H]1Cc1ccccc1,1.4%,2.1,58,2%,
CC(C)(C)OC(=O)C[C@@H]1C/C=C\C[C@H](CC(=O)NCCO)C(=O)N2CCC[C@H]2COC1=O,0.3%,-2.8,48,-4%,
CN(CC(=O)Nc1cccc(F)c1)C(=O)CN1C(=O)C2CCCCC2C1=O (configuration not stated),1.0%[50 µM],-1.8,72,-4%,
O=C1C=C(c2ccc(OC(F)(F)F)cc2)C[C@@H](c2ccc(F)cc2)C1,8.6%,-0.6,58,1%,
CC(C(=O)N1CCc2ccccc21)N(C)CC(=O)Nc1cccc(F)c1 (configuration not stated),0.6%[50 µM],0.7,58,-4%,
CC1CCN(CC(=O)Nc2ccccc2C(=O)NC2CC2)CC1,0.4%[50 µM],1.0,75,-2%,
Cc1ccc(NC(=O)CN(C)C(=O)CSc2nc3ccccc3c(=O)n2CCO)cc1,0.5%[50 µM],-0.5,55,-9%,
COC(=O)[C@@H](Cc1ccccc1)NC(=O)Cn1cnc2c(SC)nc(N)nc21,0.1%,0.7,64,4%,Dengue-2 NS5 capping pilot replicate=-1.2
Cc1nc2cc(-c3cccs3)[nH]n2c(=O)c1C,i,-1.3,61,0%,
Cc1cccc(-n2ncc3c(=O)[nH]c(SCC(=O)NCCC4=CCCCC4)nc32)c1,0.4%[50 µM],-0.2,58,0%,
CC1(c2cccc(Br)c2)NC(=O)N(CC(=O)NC2CCCCC2)C1=O (configuration not stated),0.4%[50 µM],0.8,53,-5%,
COc1ccc(Cl)cc1NC(=O)COC(=O)Cc1cccs1,0.5%[50 µM],0.3,92,1%,

# Some of the compounds tested; count on the stated rates, not on these rows.
